GPR7 antag: human neuropeptides B/W receptor 1 antagonism. P48145. GPR7-expressing cells, fluorescence antagonist assay. inhibition, % at 4.4 µM. hit rate 1.1% among 290,000. AID 1861; in the data active = inhibition above about 16%, passing the limit was not always enough;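 also: cells stimulated with the agonist NPW; 0% = agonist with vehicle and 100% = vehicle without agonist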
Target sequence (P48145 whole entry, looked up): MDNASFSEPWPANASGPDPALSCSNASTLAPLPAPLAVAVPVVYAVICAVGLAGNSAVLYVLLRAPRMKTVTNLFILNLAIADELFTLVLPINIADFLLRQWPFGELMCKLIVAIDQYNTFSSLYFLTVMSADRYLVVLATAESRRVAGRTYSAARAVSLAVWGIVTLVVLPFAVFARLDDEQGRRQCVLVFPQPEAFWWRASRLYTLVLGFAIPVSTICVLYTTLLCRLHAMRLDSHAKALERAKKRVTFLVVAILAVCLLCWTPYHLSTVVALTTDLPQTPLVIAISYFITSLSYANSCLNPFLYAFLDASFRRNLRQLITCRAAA
M18AAP inhibitor: PfM18AAP enzyme inhibition; AID 1822; recombinant PfM18AAP, H-Glu-NHMec fluorogenic cleavage; hit rate 1.2% among 290,000; inhibition, % at 7.35 µM;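 active = inhibition above the campaign mean inhibition over all tested compounds plus 3 SD, cut at about 28% in these data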;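 also: 0% = plate median of test compound wells and 100% = 2 mM ZnCl2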
MEKK2mut PB1 HTS: signal of MEK5 binding to mutant human MEKK2 PB1 domain. hit rate 0.35% among 290,000. bead flow cytometry, Alexa488-MEK5 binding to MEKK2 mutant. percent response, % at 10 µM. AID 1530; in the data active = percent response above about 24%, passing the limit was not always enough; also: inactives centre near 1; some results filed as inactive read as strong as hits
GalR3 antag: antagonists of human GalR3 | inhibition, % at 3 µM | hit rate 0.44% among 360,000 | AID 651719 | HEK293 GalR3-CNG cAMP membrane potential fluorescence; galR3 body fused to GalR1 C-terminus | O60755;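 active = inhibition above the screen-wide average plus 3 SD, cut at about 13% in these data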;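 also: forskolin and galanin both at EC90 stimulate the cells; cAMP rise reported by CNG channel membrane potential dye signal; 0% = forskolin plus galanin with DMSO and 100% = forskolin alone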
Target sequence (O60755 1-299 limits assumed): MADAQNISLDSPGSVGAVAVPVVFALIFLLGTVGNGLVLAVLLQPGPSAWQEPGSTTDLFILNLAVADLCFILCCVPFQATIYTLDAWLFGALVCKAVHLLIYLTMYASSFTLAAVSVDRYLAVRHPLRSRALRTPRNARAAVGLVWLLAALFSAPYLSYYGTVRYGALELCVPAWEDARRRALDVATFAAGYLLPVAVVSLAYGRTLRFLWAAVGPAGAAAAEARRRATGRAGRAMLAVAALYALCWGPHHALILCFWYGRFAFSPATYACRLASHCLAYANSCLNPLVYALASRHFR
NALP1 yeast inh: NALP1 inhibition | S. cerevisiae NALP1/ASC/caspase-1 growth, X-gal OD620, 72 h | inhibition, % at 10 µM | hit rate 0.61% among 280,000; in the data active = inhibition mostly above about 24%, no sharp cut-off; inactive = mostly below about 32%; also: some compounds called inactive have numbers as strong as hits
V1aR counter: counter-screen for oxytocin receptor agonists: human V1a receptor agonists; CHO-V1R cells, Fluo-8 calcium fluorescence, agonist mode; 0% DMSO, 100% 3 nM vasopressin; AID 2797; hit rate 0.25% among 320,000; P37288; activation, % at 3 µM;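 active = activation above the mean activation of all tested compounds plus 3 SD, per screening run, cut at about 20% in these data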;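 also: signal is peak over basal fluorescence ratio across a 100 second FLIPR read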
Target sequence (P37288 whole entry, looked up): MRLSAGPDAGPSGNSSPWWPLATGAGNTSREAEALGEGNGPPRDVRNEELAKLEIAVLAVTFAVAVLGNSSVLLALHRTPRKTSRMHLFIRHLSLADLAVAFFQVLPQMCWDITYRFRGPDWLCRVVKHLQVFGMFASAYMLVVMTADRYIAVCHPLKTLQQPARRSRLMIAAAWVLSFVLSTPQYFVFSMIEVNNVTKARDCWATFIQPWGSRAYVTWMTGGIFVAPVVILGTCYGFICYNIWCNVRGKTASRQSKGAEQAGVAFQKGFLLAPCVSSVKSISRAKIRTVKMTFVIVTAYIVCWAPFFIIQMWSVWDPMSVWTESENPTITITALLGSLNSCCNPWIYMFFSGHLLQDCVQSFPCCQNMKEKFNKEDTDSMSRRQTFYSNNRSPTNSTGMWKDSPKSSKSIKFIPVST
OXTR potentiate: potentiates the human oxytocin receptor response. P30559. CHO-OTR cells, Fluo-8 calcium fluorescence, potentiator mode; 0% = oxytocin EC15, 100% = EC100. activation, % at 3 µM. hit rate 0.061% among 320,000;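 active = activation above that plate's cutoff, the mean activation of tested compounds plus 3 SD, cut at about 6.6% in these data, passing the limit was not always enough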;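 also: 100% uses oxytocin at 75 nM as the full agonist control; some results filed as inactive read as strong as hits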
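Measured by – Fluo-8 calcium dye fluorescence · Test system – human OTR in CHO cells · Dosing – one concentration, 3.0 µM compound · Controls – EC15 oxytocin alone as 0%, 75 nM oxytocin as 100% · Evaluation – normalized max/min fluorescence ratio, % activation · Timing – 6 min pre-incubation, 100 s read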
MEKK2wt PB1 HTS: raises or lowers MEK5 binding to wildtype human MEKK2 PB1 domain; Q9Y2U5; bead flow cytometry, Alexa488-MEK5 binding to MEKK2 WT; actives lie on both sides; binding response (% of control), % at 10 µM; hit rate 1.1% among 290,000; AID 1531; in the data active = binding response below about 67% or above about 130%
OXTR ag: agonists of human oxytocin receptor; P30559; AID 2435; CHO-OTR cells, Fluo-8 calcium fluorescence; normalized: DMSO 0%, oxytocin 100%; activation, % at 3 µM; hit rate 0.32% among 320,000;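 active = activation above the mean of all tested compounds plus 3 SD, cutoff set per screening run, cut at about 20% in these data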;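 also: peak over basal fluorescence ratio from a 100 s FLIPR kinetic read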
* hit, by the source's call; / = no result given; [ ] = dose if it differs, or a comment. A portion of the library (hit frequency here may not be typical).

mol,GPR7 antag,MEKK2mut PB1 HTS,OXTR potentiate,GalR3 antag,MEKK2wt PB1 HTS,NALP1 yeast inh,M18AAP inhibitor,OXTR ag,V1aR counter
C[C@H]1CC[C@@]2(C)[C@@H](CC[C@@H]3[C@@H]2CC[C@]2(C)[C@@H](O)CC[C@@H]32)C1,-13,-3,-5,-4,92,/,0,0.0,0.4
Cc1ncc([N+](=O)[O-])n1CCOC(N)=O,-6,3,-10,-10,97,-49,-5,-0.4,0.1
O=c1[nH]c(=O)n(Cc2ccccc2Cl)c(O)c1C=Nc1ccc(F)cc1,-6,-44,-13,-3,89,2,-4,-0.6,0.1
COC(=O)C1=C(c2ccc(OC)c(OC)c2)C[C@@H]2CC[C@H]1N2C(=O)NC(C)C,/,/,-1,-7,/,/,/,1.2,0.5
O=P1(NC2CCCC2)COc2ccccc2OC1,-12,-3,-10,3,98,34,-9,-0.1,0.6
COC(=O)C1=C(c2cccc(OCc3ccccc3)c2)C[C@@H]2CC[C@H]1N2C(=O)NCc1cccc(F)c1,/,/,-11,-3,/,/,/,4.0,2.4
O=C1CC(=O)N(c2ccccc2F)C(=O)N1,-5,3,-8,-7,104,16,2,1.6,-0.2
CC(C)COP(=O)(OCC(C)C)C(O)c1cccnc1 (stereo not given),2,-1,1,2,93,21,-2,0.0,0.5
CCOC(=O)C(NC(=O)C(Cc1ccc(N(CCCl)CCCl)cc1)NC(C)=O)C(C)C (stereo not given),-6,1,0,-3,99,5,3,0.2,-0.2
CC(C)c1cccc(C(C)C)c1OCCn1ccnc1,-4,-17,-20,-4,92,7,10,0.1,1.4
CCC(=Nc1ccccc1N)c1c(O)[nH]c(=O)[nH]c1=O,-3,4,-8,-3,100,18,9,-2.3,-1.1
COc1ccc(Cn2c(O)c(C=NCCCn3ccnc3)c(=O)[nH]c2=O)cc1,-10,5,-6,-1,105,6,-3,-0.5,0.2
Cc1c(C=O)c2ccccc2n1Cc1ccc([N+](=O)[O-])cc1,-7,1,-6,-4,102,24,-7,5.7,7.8
c1ccc(-c2ccncc2)cc1,/,/,-1,-5,/,/,/,1.4,0.6
CCOc1ccc(-n2c(O)c(C=NCCN(CC)CC)c(=O)[nH]c2=O)cc1,-6,-7,13*,-1,80,3,-11,2.9,0.4
COc1ccc(-n2c(=O)[nH]c3ccccc3c2=O)cc1,-9,3,-3,-3,108,-4,-13,-0.2,0.7
O=C(O)CC1OCC=C2CN3CCC45c6ccccc6NC4C1C2CC35 (stereo not given),-11,1,4,-10,98,7,7,1.0,-0.1
Cc1cccc(CS(=O)(=O)Cc2ccc(C(=O)N3CCC4(CC3)OCCO4)o2)c1,-5,6,-6,3,106,-16,4,0.2,0.4
Cc1cc(N2CCCCC2)ccc1C=C1C(=O)N(C)C(=S)N(C)C1=O,6,-2,-5,4,29*[inhibitor],27,7,-1.4,0.8
O=C(COc1ccc(Cl)cc1)N1CCN(C/C=C/c2ccccc2)CC1,-8,8,-19,-4,104,9,-11,8.7,8.3
COc1cccc(NC(=O)N2CCC3(CC2)OCCO3)c1,-7,-2,1,-8,95,29,-1,1.3,0.4
O=C(CSC1c2ccccc2-c2ccccc21)N/N=C/c1ccc(C(=O)O)cc1,-27,-12,-5,-7,83,-11,1,-0.5,-0.2
CCCCn1c(O)c(C(C)=NCc2ccco2)c(=O)[nH]c1=O,-8,-13,-2,-1,90,/,6,-2.4,0.1
Oc1ccccc1Cl,/,/,-4,0,/,/,/,1.4,0.8

2 entries drawn at random from those above, as already listed:
mol,GPR7 antag,MEKK2mut PB1 HTS,OXTR potentiate,GalR3 antag,MEKK2wt PB1 HTS,NALP1 yeast inh,M18AAP inhibitor,OXTR ag,V1aR counter
COc1cccc(NC(=O)N2CCC3(CC2)OCCO3)c1,-7,-2,1,-8,95,29,-1,1.3,0.4
O=C(COc1ccc(Cl)cc1)N1CCN(C/C=C/c2ccccc2)CC1,-8,8,-19,-4,104,9,-11,8.7,8.3

(more compounds)
mol,GPR7 antag,MEKK2mut PB1 HTS,OXTR potentiate,GalR3 antag,MEKK2wt PB1 HTS,NALP1 yeast inh,M18AAP inhibitor,OXTR ag,V1aR counter
COc1ccc(CC(=O)N2CCN(C)CC2)cc1,0,3,-8,-5,103,11,0,0.5,-0.8
CN1CCN(CC(=O)Nc2ccc(Cl)cc2C(=O)c2ccccc2)CC1,-5,4,-10,-2,104,20,2,0.5,0.8
O=C(c1ccc(Cl)cc1)C12CN3CN(CN(C3)C1)C2,7,0,-5,-1,100,-20,2,0.2,-0.3
N=C1c2ccccc2CN1c1ccc(F)c([N+](=O)[O-])c1,-9,-10,5,2,100,11,2,0.9,0.9
CC(=O)N1CCC2(CC1)CC(=O)c1cc(OCC(=O)N3CCN(C)CC3)ccc1O2,-4,5,-6,3,107,16,2,-0.9,0.2
O=c1cccc2n1CC1CC2CN(Cc2ccc3c(c2)OCO3)C1 (stereo not given),-18,-27,2,-2,-1.0*[inhibitor],4,-6,0.6,1.0
CC(=NCCCn1ccnc1)c1c(O)n(C2CCCCC2)c(=O)[nH]c1=O,-18,23,-6,1,113,15,0,-0.2,-0.5
CCN(CCNc1ccc([N+](=O)[O-])c2cccnc12)S(=O)(=O)c1ccc(Cl)cc1,-3,-2,-5,-5,95,-3,4,0.0,0.4
CC1N(O)C2CCCCCC2N1O (stereo not given),-5,20,-7,4,109,10,3,0.6,0.3
O=c1c2ccccc2nc(/C=C\c2ccccc2[N+](=O)[O-])n1-c1ccccc1O,-13,-6,-6,0,95,11,8,3.2,8.1
Cn1cc(/C=C2\C(=O)NC(=O)N(c3ccccc3)C2=O)c2ccccc21,-7,10,-9,-8,108,12,35*,0.4,0.2
COc1ccc(C2=NCc3nnc(C)n3-c3ccc(Cl)cc32)cc1Cl,-6,-4,-8,5,97,-6,-4,1.8,0.1
CCCCn1c(=O)c(C(=O)Nc2ccccc2Cl)c(O)c2ccccc21,-9,1,-14,-1,99,10,-1,1.0,4.3
O=C(c1ccc2c(c1)OCO2)C1CCCN(Cc2ccc(F)c(F)c2)C1 (stereo not given),-10,5,0,-2,101,2,1,-1.3,-0.3
CCOC(=O)c1c(C)[nH]c(C(=O)C(Cc2ccccc2)N(C)C)c1C (stereo not given),-5,/,1,-6,/,26,-10,2.3,1.1
CN1CCN(S(=O)(=O)c2ccc(Cl)nc2)CC1,1,15,-2,-3,122,13,0,-0.5,0.3
CCC(=O)N1N=C(c2c(O)n(CCc3ccccc3)c(=O)[nH]c2=O)CC1c1ccc(OC)c(OC)c1 (stereo not given),-10,-3,4,-5,98,/,6,1.5,-0.3
CCCCC1C(=O)NC(=S)NC1=O,-3,-1,-6,/,100,13,8,-0.1,0.1
S=P(NC1CCCCC1)(N1CC1)N1CC1,4,2,-14,-8,93,-5,-3,-0.4,0.7
C[C@]12CCC3C(CC[C@H]4C[C@@H](O)CC[C@]34C)[C@H]1CC[C@H]2O (stereo not given in full),/,/,0,-6,/,/,/,1.8,1.5
COC(=O)C1=C(c2ccc(F)cc2OCc2ccccc2)C[C@@H]2CC[C@H]1N2C(=O)NCc1ccc(C)cc1,/,/,-8,-8,/,/,/,0.9,3.4
COc1ccccc1CNC(=O)CCC(=O)N1C[C@H]2C[C@@H](C1)c1cccc(=O)n1C2,-2,0,0,-8,103,14,1,-0.4,-0.4
O=C(NCc1cccnc1)NC1CCCCC1,-9,0,-2,-3,100,8,6,-0.6,1.1
CCP(=S)(CC)c1ccc(N(C)C)cc1,-6,0,-4,3,97,14,2,-0.6,0.2
COc1ccc(OC)c(N=Cc2c(O)n(Cc3ccccc3)c(=S)[nH]c2=O)c1,-6,-5,-10,3,89,12,-3,0.3,-0.6
Cc1nnc2n1-c1ccc(Cl)cc1C(c1ccccc1)=NC2,-5,-2,/,/,98,0,-2,/,/
COc1ccc(CN2CCN(C(=O)Cc3ccccc3)CC2)cc1Br,10,0,-3,-11,103,2,0,2.1,0.1
CC(=O)OC1N=C(c2ccccc2Cl)c2cc(Br)ccc2NC1=O (stereo not given),-14,-21,-1,-2,87,/,5,2.7,1.1
C=CCn1c(O)c(/C(C)=N/N2CCN(C)CC2)c(=O)[nH]c1=O,-11,-1,-1,-1,102,/,-1,0.9,1.0
O=P1(Oc2ccccc2)OCCCS1 (stereo not given),-2,5,-5,-4,106,4,-7,-0.1,0.2
COc1ccc(C2=NS(=O)(=O)N(C)C(C(=O)N3CCC4(CC3)OCCO4)=C2)cc1OC,2,-1,2,-5,97,6,4,-0.2,0.1
CN1C(=O)C(=Cc2ccc(N(C)C)c([N+](=O)[O-])c2)C(=O)N(C)C1=O,-8,-11,-8,/,88,11,2,0.0,0.3
NC(=S)N/N=C/c1coc2ccccc2c1=O,-3,27,-2,-3,127,23,29*,-0.9,-0.3
CCc1ccc(OCCCN=C(C)c2c(O)n(C)c(=O)n(C)c2=O)cc1,-6,4,-15,-5,110,-1,-1,4.1,3.2
CC(C)(C)C(=O)Nc1ccc(S(=O)(=O)N2CC3CC(C2)c2cccc(=O)n2C3)cc1 (stereo not given),-13,8,-9,-4,107,3,-4,-1.8,-0.4
C[C@]12CCC3C(CCC4=C/C(=N/OCC(=O)NC(CCC(N)=O)C(=O)O)CC[C@@]43C)C1CCC2O (stereo not given in full),4,3,-11,-7,103,0,0,0.4,0.5
COc1cc(OC)cc(C(=O)Nc2ccc(Br)cc2C(=O)c2ccccc2)c1,0,17,-3,4,94,31,-2,-1.8,-0.9
CCc1ccc(-c2nn(Cc3ccccc3)cc2C=O)cc1,-14,-5,-13,-8,96,-13,14,-0.1,-0.7
O=C1C2CCCN2C(c2cccs2)N1c1ccccn1 (stereo not given),-13,4,-9,-2,98,18,-3,1.1,-0.3
O=C(NCC(c1cccnc1)N1CCN(c2ccccc2F)CC1)Oc1ccccc1 (stereo not given),-5,3,6,-3,108,10,3,0.4,0.8
Cn1cccc1/C=C1\C(=O)NC(=O)N(Cc2ccco2)C1=O,-7,4,/,-3,103,-1,15,/,/
COC(=O)C1=C(c2ccc(F)cc2OCc2ccccc2)C[C@@H]2CC[C@H]1N2C(=O)NCCOc1ccc(OC)cc1,/,/,-7,-11,/,/,/,0.3,2.4
COC(=O)C1=C(c2ccccc2OCc2ccccc2)C[C@@H]2CC[C@H]1N2C(=O)NCCOc1ccccc1,/,/,-7,-10,/,/,/,1.8,3.1
NC(=O)c1ccc(OCCC(O)N2CC=C(c3ccc(F)cc3)CC2)cc1 (stereo not given),/,/,-6,-4,/,/,/,1.9,2.4
CC(=O)Nc1ccccc1C(=O)OCC(=O)c1cccc2ccccc12,-4,0,-12,-8,97,34,-5,-1.8,3.4
ON1C2CCCCC2N(O)C1c1ccccc1 (stereo not given),-3,-33,-8,-2,33*[inhibitor],-8,7,0.6,0.7
CCc1ccc(-n2c(O)c(/C=N/NC(=O)c3ccncc3)c(=O)[nH]c2=O)cc1,-2,11,5,-2,109,40,9,0.0,-0.1

Compound activity deposited in PubChem BioAssay by several laboratories.
